KLK7 zymogen act = proKLK7 zymogen activators, primary screen, biochemical, fluorescence intensity | Kallikrein-7 (Homo sapiens), P49862 | purified proKLK7, EDANS-DABCYL substrate fluorescence; 100% is mature enzyme control, 0% vehicle | activation, % at 7 µM | 370,000 compounds, 0.9% hits;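 active = activation above the mean of all tested compounds plus 3 SD, computed per campaign excluding outliers beyond control limits, cut at about 13% in these data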
Target sequence (P49862 whole entry, looked up): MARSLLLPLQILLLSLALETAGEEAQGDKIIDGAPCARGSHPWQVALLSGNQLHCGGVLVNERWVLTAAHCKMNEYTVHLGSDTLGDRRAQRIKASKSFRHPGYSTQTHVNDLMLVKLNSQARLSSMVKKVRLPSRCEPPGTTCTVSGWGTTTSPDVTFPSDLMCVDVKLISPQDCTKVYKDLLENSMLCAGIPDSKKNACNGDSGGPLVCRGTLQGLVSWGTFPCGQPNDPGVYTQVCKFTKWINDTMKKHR
UHRF1 binding = UHRF1 methylated DNA binding inhibitors, primary screen, counter-screen for MBD2 inhibitor project, biochemical, TR-FRET, human UHRF1, single concentration; E3 ubiquitin-protein ligase UHRF1 (Homo sapiens), Q96T88; UHRF1 binding to methylated oligo; inhibition, % at 4.4 µM; 370,000 compounds, 0.75% hits; AID 687016, 2013; in the data active = inhibition above about 21%;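 note: UHRF1 SRA domain binding a hemimethylated CpG hairpin DNA probe; 0% = median of test compound wells and 100% = reference inhibitor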
DDE Tn7 FP inh = inhibitors of Tn7 peptide binding to fibrin DD(E), primary screen, biochemical, fluorescence polarization, human fibrin, Tn7 probe; FP displacement of FITC-Tn7 peptide from fibrin DD(E); 0% = median of compound wells per plate; AID 720508, 2013; Fibrinogen beta chain (Homo sapiens), P02675; 370,000 compounds, 0.13% hits; inhibition, % at 8.3 µM;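 active = inhibition above the mean of compounds falling within the control limits plus 3 SD of them, cut at about 14% in these data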;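 note: 0% = plate median of compound wells and 100% = 10 µM Aha-Tn7 peptide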
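assay system = human clot-derived fibrin DD(E) complex | quantity = Fibrin-DD(E) at 2 µM final | timing = 10 min preincubation, 3 h with tracer, room temperature | signal = fluorescence polarization | measure = percent inhibition | benchmarks = high control wells with 10 µM unlabelled Aha-Tn7 peptide (full inhibition) | replicates = singlicate testing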
PLC-gamma1 inh = PLC-gamma1 enzyme inhibitors, primary screen, biochemical, fluorescence, purified enzyme; 1-phosphatidylinositol 4,5-bisphosphate phosphodiesterase gamma-1 (Homo sapiens), P19174; fluorogenic substrate; inhibition, % at 12.2 µM; 370,000 compounds, 0.84% hits; in the data active = inhibition above about 9.5%
MBD2 inh = inhibitors of MBD2 binding to methylated DNA, primary screen, biochemical, TR-FRET, DNA-binding domain, human; Methyl-CpG-binding domain protein 2 (Homo sapiens), Q9UBB5; MBD2 binding to methylated oligonucleotide; inhibition, % at 4.4 µM; 370,000 compounds, 0.31% hits; in the data active = inhibition above about 13%
Target sequence (Q9UBB5 whole entry, looked up, the tested form may be a part): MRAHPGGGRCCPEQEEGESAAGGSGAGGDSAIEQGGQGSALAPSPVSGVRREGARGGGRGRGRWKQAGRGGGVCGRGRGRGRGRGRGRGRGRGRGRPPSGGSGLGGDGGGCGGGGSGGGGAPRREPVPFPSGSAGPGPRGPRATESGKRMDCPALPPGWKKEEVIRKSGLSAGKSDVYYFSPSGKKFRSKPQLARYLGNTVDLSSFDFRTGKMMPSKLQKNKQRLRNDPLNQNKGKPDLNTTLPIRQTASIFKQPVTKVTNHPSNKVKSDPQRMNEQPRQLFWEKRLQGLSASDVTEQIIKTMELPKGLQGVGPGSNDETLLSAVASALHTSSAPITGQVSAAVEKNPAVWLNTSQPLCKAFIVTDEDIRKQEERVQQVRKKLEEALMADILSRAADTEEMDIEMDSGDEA
PLC-beta3 inh = human PLC-beta3 inhibitors, primary screen, biochemical, fluorescence; Purified PLC-beta3, fluorogenic substrate; inhibition, % at 12.2 µM; AID 720704, 2013; 370,000 compounds, 0.18% hits; 1-phosphatidylinositol 4,5-bisphosphate phosphodiesterase beta-3 (Homo sapiens), Q01970; in the data active = inhibition above about 11%;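 note: 0% = median of compound wells on plate and 100% = full blocker control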
ARFGAP1 inhibitor = inhibitors of rat ARFGAP1 GAP activity, primary screen, biochemical, fluorescence polarization, GDP tracer | ADP-ribosylation factor GTPase-activating protein 1 (Rattus norvegicus), Q62848 | Arfgap1-stimulated ARF1 GTP hydrolysis, GDP FP detection | inhibition, % at 16.5 µM | 360,000 compounds, 0.26% hits | AID 651572, 2012;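 active = inhibition above a per-plate limit, mean inhibition of low control wells plus 3 SD, cut at about 25% in these data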;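 note: 0% = DMSO wells with enzyme and 100% = wells lacking Arfgap1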
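Assay system: Rat Arfgap1 GAP domain (His6, aa 1-136), purified enzyme | Buffer or medium: HEPES 25 mM pH 7.5, NaCl 150 mM, MgCl2, DTT | Schedule: GTP hydrolysis reaction 2 h at 25 °C | Signal: FP of antibody-bound GDP Alexa 633 tracer, ex 620/em 688 nm | Measure: Percent inhibition of Arfgap1-stimulated GTP hydrolysis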
ADAM17 inh = ADAM17 inhibitors, primary screen, biochemical, QFRET; inhibition, % at 6.95 µM; AID 720648, 2013; recombinant ADAM17, EDANS/DABCYL FRET peptide cleavage; Disintegrin and metalloproteinase domain-containing protein 17 (Homo sapiens), P78536; 370,000 compounds, 0.83% hits;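 active = inhibition above the mean of compounds lying between control limits plus 3 SD, set per campaign, cut at about 8.5% in these data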;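 note: 0% = DMSO-only wells as the low control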
DDE Tn6 FP inh = inhibitors of Tn6 peptide binding to fibrin DD(E), primary screen, biochemical, fluorescence polarization, human fibrin, Tn6 probe; 370,000 compounds, 0.21% hits; Fibrin DD(E) TRITC-Tn6 fluorescence polarization displacement; AID 720509, 2013; Fibrinogen beta chain (Homo sapiens), P02675; inhibition, % at 8.3 µM;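 active = inhibition above a per-campaign cutoff: mean of compounds within control limits plus 3 SD, cut at about 15% in these data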;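 note: 0% = median of all compound wells on the plate and 100% = blocking peptide control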
ASAP1 inh = inhibitors of human ASAP1 ArfGAP activity, primary screen, biochemical, fluorescence polarization | Arf-GAP with SH3 domain, ANK repeat and PH domain-containing protein 1 (Homo sapiens), … | ASAP1-stimulated ARF1 GTP hydrolysis, GDP FP detection | inhibition, % at 16.5 µM | 360,000 compounds, 0.19% hits; in the data active = inhibition above about 25%;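 note: 0% = vehicle with enzyme and substrate and 100% = no enzyme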
Target sequence (Q9ULH1 325-724 limits assumed): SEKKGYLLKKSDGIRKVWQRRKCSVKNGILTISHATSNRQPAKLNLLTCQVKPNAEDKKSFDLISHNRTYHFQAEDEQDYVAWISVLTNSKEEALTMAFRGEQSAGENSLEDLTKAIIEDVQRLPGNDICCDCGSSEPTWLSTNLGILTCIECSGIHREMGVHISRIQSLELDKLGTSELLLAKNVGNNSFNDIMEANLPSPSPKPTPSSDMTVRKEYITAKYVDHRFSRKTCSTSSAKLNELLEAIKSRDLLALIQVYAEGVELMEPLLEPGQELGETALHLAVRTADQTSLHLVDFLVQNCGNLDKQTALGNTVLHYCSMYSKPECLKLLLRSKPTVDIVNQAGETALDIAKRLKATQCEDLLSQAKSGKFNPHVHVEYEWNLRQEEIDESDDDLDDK
Starred values were filed as active, the others as inactive; i = inactive; x = no result given.

Start of the listing, in advance (two entries):
SMILES | KLK7 zymogen act | UHRF1 binding | DDE Tn7 FP inh | PLC-gamma1 inh | MBD2 inh | PLC-beta3 inh | ARFGAP1 inhibitor | ADAM17 inh | DDE Tn6 FP inh | ASAP1 inh
Oc1ccc(/C=N/NC(=S)Nc2cccnc2)cc1 | -3.4 | -2 | 1 | -5 | 3 | -14 | 4 | -10 | -1 | 8
Nc1ccccc1C(=O)NCc1ccccc1 | 0.8 | 0 | -3 | -66 | -6 | -73 | -14 | -101 | 1 | -2

This part in full, from the first entry:
SMILES | KLK7 zymogen act | UHRF1 binding | DDE Tn7 FP inh | PLC-gamma1 inh | MBD2 inh | PLC-beta3 inh | ARFGAP1 inhibitor | ADAM17 inh | DDE Tn6 FP inh | ASAP1 inh
Oc1ccc(/C=N/NC(=S)Nc2cccnc2)cc1 | -3.4 | -2 | 1 | -5 | 3 | -14 | 4 | -10 | -1 | 8
Nc1ccccc1C(=O)NCc1ccccc1 | 0.8 | 0 | -3 | -66 | -6 | -73 | -14 | -101 | 1 | -2
O=c1c2ccccc2nc2c3ccccc3c(NCCN3CCOCC3)nn12 | 3.4 | -72 | 1 | -81 | 10 | -109 | -8 | -61 | 0 | -6
COc1ccc(C(=O)NNC(=O)c2cc3cccc(OC)c3oc2=O)cc1 | -1.1 | 7 | -4 | -3 | -1 | -6 | 10 | -3 | -4 | -2
O=C(NCC1CCCO1)c1ccccc1S(=O)(=O)c1ccc([N+](=O)[O-])cc1 (stereo not given) | 0.3 | -1 | 4 | -1 | 6 | 1 | 6 | -4 | 8 | 16
Cc1ccccc1C(=O)N[C@H](C(=O)N1CCC[C@H]1C(=O)NC1CCCC1)c1ccccc1 | 0.3 | -1 | -1 | 2 | 3 | 4 | -6 | -6 | -1 | -3
S=c1[nH]nc(-c2cc(-c3ccccc3)n[nH]2)n1/N=C/c1ccc(Br)s1 | -0.6 | -2 | -4 | 1 | 4 | -8 | 5 | 1 | 2 | 3
COc1ccc(C2=NOC(Cn3nc(C(=O)O)cc3-c3ccccc3)C2)cc1 (stereo not given) | -0.3 | 13 | 2 | 1 | 2 | -1 | -2 | -3 | 4 | 3
COC(=O)c1cc(-c2c(C)nn(-c3ccccc3)c2C)n[nH]1 | -0.4 | 0 | 0 | 0 | -2 | 3 | -9 | -3 | 3 | -2
O=C(Nc1nnc(-c2ccc(Cl)cc2)o1)Nc1ccccc1Cl | -0.1 | -3 | -7 | 7 | -1 | 3 | -10 | 1 | -1 | -16
O=C(NC1CCCCC1)c1cc(-c2ccccn2)nc2ccccc12 | 0.1 | 0 | 8 | -2 | 3 | 0 | -5 | -5 | 13 | -12
Cc1onc(-c2c(Cl)cccc2Cl)c1C(=O)N=C(N)N1CCCC1 | 0.8 | 0 | 5 | -1 | -2 | -9 | 17 | -4 | 4 | 11
COCC(=O)N1CCC(Oc2ccc(C(=O)N3CCN(C)C[C@@H]3C(C)C)cc2)CC1 | -0.1 | 4 | 5 | -1 | 3 | -8 | -2 | 2 | 1 | 1
CN1CCC(N2CCN(C3CN(Cc4cn(Cc5cccc(C(F)(F)F)c5)nn4)S(=O)(=O)C3)CC2)CC1 (stereo not given) | 0.0 | 23* | 8 | 5 | 14* | -2 | 0 | 1 | 6 | -6
CCN(CC)C(=O)CSc1nnc(-c2ccccc2)n1N | -0.7 | 3 | -2 | 0 | 3 | -3 | 1 | -4 | 1 | -8
CCC1Cc2[nH][nH]c(=O)c2C(CC)O1 (stereo not given) | 0.7 | -10 | -2 | 3 | 2 | 1 | 2 | -3 | 1 | -4
CC(=O)Nc1cccc(/C(C)=N/NC(=O)c2cc(-c3ccncc3)nc3ccccc23)c1 | -0.8 | 0 | 2 | -2 | 1 | -9 | 5 | -1 | 0 | 7
COc1ccc2c(c1)[C@H]1[C@H](CO2)[C@H](c2ccccc2)[C@]2(C)C(=O)Nc3ccc(Cl)cc3C(=O)N12 | -2.6 | -2 | -5 | -6 | -5 | -10 | 0 | 8 | -11 | 14
Cc1cccc(CCNC(=O)C2CCN(S(=O)(=O)c3cccc4nsnc34)CC2)c1 | 0.3 | 3 | 4 | 0 | -4 | 0 | -6 | -6 | 4 | -2
CC(=O)Oc1ccccc1N(C(C)=O)S(=O)(=O)c1cccc([N+](=O)[O-])c1 | -0.1 | 0 | -3 | 1 | 1 | 0 | -3 | -1 | -5 | -7
OCC1(CCOc2ccccc2)CCN(Cc2cccn2-c2ncccn2)CC1 | -0.2 | -1 | -1 | 1 | -4 | -1 | 0 | -3 | 2 | -8
CCn1cc(S(=O)(=O)CC(=O)Nc2cc(C)on2)c2ccccc21 | 0.1 | 1 | 6 | 2 | 3 | -2 | 1 | -11 | 0 | -4
O=C(CS(=O)(=O)c1c[nH]c2ccccc12)N1CCc2ccccc21 | -0.1 | -3 | -5 | 2 | -2 | 2 | 6 | -1 | 2 | 0
O=C(CCCCCN1C(=O)c2cccc3cccc(c23)C1=O)NCc1ccco1 | 0.7 | 1 | 0 | -2 | -5 | -4 | 11 | -9 | -5 | -13
O=C(Nc1nccs1)c1ccc(N2C(=O)[C@@H]3[C@H](C2=O)[C@H]2C=C[C@@H]3C2)cc1 | 0.3 | 1 | -6 | -1 | -1 | -6 | 10 | -3 | -1 | 5
O=C(CSc1nnc(-c2cccs2)n1Cc1ccco1)Nc1ccc(OCc2ccccc2)cc1 | 0.6 | 1 | -4 | 1 | -2 | 4 | x | 9.4* | -2 | x
COc1ccc(NC(=O)N2CCC(O)(c3cccnc3)CC2)c(OC)c1 | 0.2 | 1 | 8 | -2 | 2 | -3 | 4 | -9 | -5 | 1
COc1ccc(C(=O)N/C(=C\c2cn(C)c3ccccc23)C(=O)N2CCN(C)CC2)cc1 | 0.3 | 0 | 1 | -17 | -1 | -34 | -1 | -1 | -4 | -2
CC(C)C[C@@H](CNCC(=O)[C@H](CC(=O)O)NC(=O)c1[nH]cnc1C(=O)N[C@H](CN)CC(C)C)NC(=O)c1nc[nH]c1C(=O)N[C@@H](Cc1ccccc1)C(=O)O | 0.6 | 9 | 7 | 3 | 3 | 2 | -5 | -2 | 8 | -7
O=C1CCN(Cc2ccccc2)C=C1c1cccc(O)c1 | 0.1 | 0 | 3 | 2 | -4 | 3 | 3 | -2 | 5 | -1
CCN(CC)CCNC(=O)c1ccc(NC(=O)CC(NC(=O)c2ccccc2Cl)c2ccccc2)cc1 (stereo not given) | 0.5 | 0 | -2 | 2 | 5 | -9 | 0 | -2 | -6 | -4
O=C(Cc1ccc(Cl)c(Cl)c1)Nc1cccc2ncccc12 | 0.8 | -1 | -2 | -8 | -1 | -21 | 2 | -6 | -5 | 4
COCCN(C(=O)CCC(=O)Nc1cccnc1)C(C(=O)NC1CCCCC1)c1ccccc1 (stereo not given) | 0.2 | 0 | 2 | -3 | 7 | -2 | 1 | -4 | 9 | 16
CS(=O)(=O)N1CCN(c2ccc(NC(=O)c3ccc(Br)o3)cc2)CC1 | -0.3 | 1 | 2 | 1 | 1 | -1 | 1 | -6 | 3 | -11
COC(CNC(=O)c1coc2nc3ccccc3nc12)OC | 47* | -1 | 2 | -298 | -6 | -408 | 11 | i | 2 | 3
CN(C)c1cccc(C(=O)OCC(=O)N2CCc3ccccc3C2)c1 | -0.6 | -1 | 4 | -58 | -3 | -60 | 2 | -2 | 2 | -8
COc1ccc(/C=C(\NC(=O)c2ccccc2)C(=O)N2CCCCC2)cc1OC | -0.2 | 56* | -3 | 1 | -2 | -5 | 4 | 0 | -8 | 3
O=C(CCCOc1ccc(Cl)cc1Cl)N/N=C/c1ccccc1 | 0.5 | 0 | 3 | -1 | -2 | -4 | 9 | 4 | 3 | -2
CCOC(=O)C1CCN(CC(=O)N(CC(C)C)c2c(N)n(CC(C)C)c(=O)[nH]c2=O)CC1 | -0.4 | -3 | -1 | 2 | 4 | 0 | 4 | -2 | -3 | -10
O=C(CSc1nnc(-c2ccc(Cl)s2)o1)N1CCCc2ccccc21 | -0.1 | 9 | -1 | 0 | 2 | -1 | 7 | -4 | -8 | 12
CC(C)c1nnc(NC(=O)CSc2ccccc2)s1 | -0.4 | 1 | 1 | -5 | 1 | 0 | 9 | -3 | -1 | -5
N#Cc1cnn(-c2cc(Cl)ccc2Cl)c1N | -0.1 | 0 | -6 | -2 | -1 | -7 | -5 | -5 | -1 | 2
Cn1nnnc1SCc1ccccc1[N+](=O)[O-] | 0.0 | -1 | 7 | 0 | 0 | 1 | 2 | -4 | 3 | 0
COc1cccc(CNC(=O)c2nnn(CC(=O)Nc3cc(C)ccc3C)c2N)c1 | -0.1 | 1 | 1 | -2 | -4 | -4 | -7 | -5 | 1 | -2
C/C(=N\NC(=O)c1cccc(S(=O)(=O)N2CCOCC2)c1)c1ccc(C)cc1 | -0.4 | 1 | 2 | 6 | 0 | -14 | 4 | -3 | -4 | -4
OC(COCc1ccccc1)CN1CCCCC1 (stereo not given) | -0.3 | 2 | -2 | -1 | -2 | -4 | -5 | -1 | -2 | -5
Clc1cc(Cl)c(OCCCCn2cncn2)c(Cl)c1 | 0.5 | 0 | 6 | 0 | 1 | -1 | 3 | 1 | -4 | -1
COc1cccc(Nc2ncccc2C(=O)NCc2ccccc2)c1 | 0.4 | 0 | -5 | -24 | 1 | -32 | 5 | 0 | 7 | -12
COc1ccc(C(=O)NC2CC3CCCC(C2)N3CC(C)C)cc1OC (stereo not given) | -0.1 | -1 | 4 | -1 | 0 | 1 | 2 | -4 | 1 | 13
COc1cc(NC(=O)C23CC4CC(C2)CC(n2cnc([N+](=O)[O-])n2)(C4)C3)cc(OC)c1 | 0.7 | -1 | 1 | 0 | -2 | 0 | 5 | -2 | -3 | -17
CC(=O)Nc1cc(-c2ccc(C(=O)NC3CC3)cc2)cn2c(-c3cccc(C(C)=O)c3)cnc12 | -2.0 | -5 | -6 | -24 | -6 | -31 | 4 | -8 | -10 | -5
O=C(O)c1ccccc1O | 0.6 | 3 | 2 | 2 | -6 | 1 | -3 | -7 | -2 | -2

Bioassay records as filed in PubChem.
